ASK1 inh – inhibitors of human ASK1 kinase | AlphaScreen MKK6 phosphorylation by ASK1, luminescence | inhibition, % at 7.44 µM | 22,000 tested, 0.99% active; in the data active = inhibition above about 35%;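 also: 0% = median of compound wells and 100% = no enzyme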
ULK1 primary – blocks human autophagy kinase ULK1; O75385; AlphaScreen Atg13 phosphorylation by ULK1, luminescence; inhibition, % at 5.96 µM; 30,000 tested, 1.9% active; AID 1259251; in the data active = inhibition above about 43%;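 also: 0% = median of compound wells and 100% = no enzyme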
Target sequence (O75385 whole entry, looked up): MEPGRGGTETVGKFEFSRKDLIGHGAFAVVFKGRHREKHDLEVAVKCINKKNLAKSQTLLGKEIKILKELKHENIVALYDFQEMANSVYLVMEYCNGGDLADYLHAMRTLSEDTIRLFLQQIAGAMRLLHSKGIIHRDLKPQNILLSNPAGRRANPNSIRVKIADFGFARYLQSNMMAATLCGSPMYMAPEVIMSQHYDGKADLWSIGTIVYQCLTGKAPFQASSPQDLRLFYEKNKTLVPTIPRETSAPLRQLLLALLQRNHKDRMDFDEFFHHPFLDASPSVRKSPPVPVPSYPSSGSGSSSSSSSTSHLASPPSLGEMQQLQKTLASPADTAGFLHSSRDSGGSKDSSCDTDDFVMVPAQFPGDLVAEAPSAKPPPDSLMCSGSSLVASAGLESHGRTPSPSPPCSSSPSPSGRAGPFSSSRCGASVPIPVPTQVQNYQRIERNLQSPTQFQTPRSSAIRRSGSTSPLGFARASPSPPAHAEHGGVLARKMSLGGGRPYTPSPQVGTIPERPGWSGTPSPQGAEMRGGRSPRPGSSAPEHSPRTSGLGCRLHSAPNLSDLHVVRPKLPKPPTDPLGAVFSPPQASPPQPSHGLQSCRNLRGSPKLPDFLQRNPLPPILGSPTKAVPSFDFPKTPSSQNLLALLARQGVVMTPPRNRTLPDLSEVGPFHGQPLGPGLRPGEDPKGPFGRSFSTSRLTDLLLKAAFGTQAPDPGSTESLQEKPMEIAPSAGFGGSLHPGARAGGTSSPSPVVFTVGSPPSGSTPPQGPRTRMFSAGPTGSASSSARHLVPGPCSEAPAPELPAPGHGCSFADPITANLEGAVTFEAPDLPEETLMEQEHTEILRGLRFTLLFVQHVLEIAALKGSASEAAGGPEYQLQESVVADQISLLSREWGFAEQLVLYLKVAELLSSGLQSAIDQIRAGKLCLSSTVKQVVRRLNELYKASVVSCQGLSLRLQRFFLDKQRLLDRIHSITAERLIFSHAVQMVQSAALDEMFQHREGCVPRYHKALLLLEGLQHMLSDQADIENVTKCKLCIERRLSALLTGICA
An asterisk follows results filed as active; / = not tested or not shown. Hits appear at their usual frequency; overall some 2.4% were active at least once.

1: COc1ccc(NC(C)=O)cc1NC(=O)c1ccc(COc2cccc3c2OC(C)(C)C3)cc1
2: COc1cc2nc(Nc3ccc(N4CCOCC4)cc3)nc(NC3CC3)c2cc1OC
3: c1ccc(Oc2ccc(Nc3nc(Nc4ncccn4)nc4c3ncn4C3CCCCC3)cc2)cc1
4: Nc1cccc(-c2ccc(C(=O)NCc3cccc(C(F)(F)F)c3)s2)c1
5: NC(=O)Cn1cnc(-c2ccccc2)c1

entry no. | 1 | 2 | 3 | 4 | 5
ULK1 primary | -39.0 | 17.3 | -0.5 | 2.9 | 5.8
ASK1 inh | / | 42.6* | -9.0 | -1.9 | /

6: COCCNC(=O)COc1cccc(-c2nc(Nc3ccc4[nH]ncc4c3)c3ccccc3n2)c1
7: COc1cc(Nc2nc(N3CCN(Cc4ccc5c(c4)OCO5)CC3)nc3c2ncn3-c2ccsc2)cc(OC)c1OC
8: O=C(Nc1ccc(N2CCOCC2)cc1)c1ccnc(Nc2ccc(N3CCOCC3)cc2)c1
9: CCCCc1nc(C=O)c(Cl)[nH]1
10: CCNc1nc(C(=O)Nc2cc(OC)c(OC)c(OC)c2)cs1

entry no. | 6 | 7 | 8 | 9 | 10
ULK1 primary | -24.6 | 15.3 | 35.4 | -0.5 | -4.8
ASK1 inh | -1.1 | 33.3 | 9.6 | / | 3.3

11: N#CC(c1ccccc1)c1ccccn1 (centres undefined)
12: O=c1[nH]c(C2COc3ccccc3C2)nc2ccc(-c3ccncc3)cc12 (centres undefined)
13: CC(C)N(CCNC(=O)c1ccc2nc(-c3ccc4c(ccn4C)c3)sc2c1)C(C)C
14: CN1CCN(C(=O)c2ccc(-c3ncc(C(=O)NCc4cccnc4)s3)cc2)CC1
15: O=C(NCc1nc2ccccc2[nH]1)C1CCN(c2ccc(Nc3ccncn3)nn2)CC1

entry no. | 11 | 12 | 13 | 14 | 15
ULK1 primary | 3.0 | 23.4 | -29.5 | 21.0 | -0.1
ASK1 inh | / | 14.8 | -15.8 | 3.1 | -0.5

16: CCCNC(=O)c1cc(Nc2ccc(C(F)(F)F)cc2)nc2ccccc12
17: Nc1nc(NCc2cccc(C(F)(F)F)c2)cc(N2CCc3ccccc3C2)n1
18: Cn1c(=O)cc(N2CCN(c3ccccn3)CC2)n(Cc2ccc(F)cc2F)c1=O
19: CNC1CCc2[nH]c3ccc(C(N)=O)cc3c2C1 (centres undefined)
20: O=C(Nc1ccccc1)c1cccc(Nc2ccc(-n3ccnc3)cc2)c1

entry no. | 16 | 17 | 18 | 19 | 20
ULK1 primary | -0.6 | -9.2 | 2.6 | 1.5 | 3.4
ASK1 inh | -4.3 | -22.1 | / | / | 6.1

21: O=C(NCc1nc(-c2ccncc2)n[nH]1)c1cccs1
22: CC(C)N(CCNc1nc(NCCCN2CCCC2=O)nc2nc[nH]c12)C(C)C
23: c1ccc2[nH]c(CNc3nc(Nc4cnccn4)nc4c3ncn4-c3ccsc3)nc2c1
24: COc1ccc(-c2ncc(C)c(NC3CC3)n2)cc1
25: CCNc1nc(Nc2ccc3c(c2)OCO3)c2ncn(C(C)C)c2n1

entry no. | 21 | 22 | 23 | 24 | 25
ULK1 primary | -0.9 | 6.1 | 25.7 | 9.5 | 18.9
ASK1 inh | 3.9 | -7.6 | -22.1 | 5.8 | 9.4

26: COc1cc(NC(=O)c2cccc(-c3csc4ccccc34)n2)cc(OC)c1OC
27: CCc1cc(=O)n(CC(=O)Nc2cccc(C)c2)c(-n2nc(C)cc2C)n1
28: CCN(CC)c1nc(NCc2ccccc2)nc(NCc2cccnc2)n1
29: c1ccc(OCCNc2nc(Nc3ccncn3)nc3c2ncn3C2CCCCC2)cc1
30: O=C(NCCc1ccc(O)cc1)c1ccc2nc(NCc3cccnc3)sc2c1

entry no. | 26 | 27 | 28 | 29 | 30
ULK1 primary | -3.8 | 2.0 | -14.4 | 9.9 | -1.6
ASK1 inh | 7.1 | / | -18.0 | 7.7 | -10.3

31: CCN(CC)C(=O)C1CCCN(c2ncc(C(=O)NCc3cccc(C(F)(F)F)c3)s2)C1 (centres undefined)
32: O=C(OC1CC2CCC(C1)[N+]21CCCC1)C(O)(c1ccccc1)c1ccccc1 (centres undefined)
33: COc1cc2nc(Nc3ccncn3)nc(Nc3ccc4c(c3)OCO4)c2cc1OC
34: COc1ccc(-c2nc3c(NCCc4ccc(O)cc4)ncnc3n2C(C)C)cn1
35: c1cncc(-c2nc(-c3ccncc3)cc(N3CCCCC3)n2)c1

entry no. | 31 | 32 | 33 | 34 | 35
ULK1 primary | 7.0 | 11.9 | 2.4 | -1.4 | -17.9
ASK1 inh | -2.8 | / | 20.8 | 5.7 | /

36: COc1ccc(-c2nc(C(=O)NCCc3ccc(O)cc3)cs2)cc1
37: NC(=O)c1ccc[n+]([C@@H]2O[C@H](COP(=O)(O)OP(=O)(O)OC[C@H]3O[C@@H](n4cnc5c(N)ncnc54)[C@H](O)[C@@H]3O)[C@@H](O)[C@H]2O)c1
38: COc1ccc(C(=O)c2ccc(OC)cc2OC)c(OC)c1
39: O=C(NCc1ccccc1)c1cnc(N2CCOCC2)s1
40: NC(=O)c1ccc(-c2nc(Nc3ccc(N4CCOCC4)cc3)c3[nH]cnc3n2)cc1

entry no. | 36 | 37 | 38 | 39 | 40
ULK1 primary | -18.0 | -5.6 | -11.0 | -6.2 | 13.7
ASK1 inh | 3.8 | / | / | -20.6 | 12.7

41: COc1nc(NCCCN2CCCC2=O)nc(-c2cccc(C(C)=O)c2)n1
42: CC(=O)Nc1ccc(NC(=O)c2cnc(-c3cccc(C(C)=O)c3)s2)cc1
43: CC(C)N(CCNc1ccnc(NCCCN2CCCC2=O)n1)C(C)C
44: CC(=O)Nc1ccc(Nc2nc(N3CCOCC3)nc3nc[nH]c23)cc1
45: COc1ccc(CCNC(=O)c2csc(NC3CCN(Cc4ccccc4)CC3)n2)cc1

entry no. | 41 | 42 | 43 | 44 | 45
ULK1 primary | -23.2 | -4.9 | 5.3 | -0.7 | -7.3
ASK1 inh | -11.9 | 12.4 | 1.5 | -5.2 | 6.2

46: CCC(c1ccc(O)cc1)C(CC)c1ccc(O)cc1 (centres undefined)
47: COc1ccc(/C(O)=C2\C(=O)C(=O)N(Cc3cccnc3)C2c2ccccc2OC)c(C)c1 (centres undefined)
48: O=[N+]([O-])c1ccccc1/C=N/n1c(-c2ccccc2)n[nH]c1=S
49: CCCNc1cc(N2CCc3ccccc3C2)nc(N)n1
50: CCNc1nc(C)cc(Nc2ccccc2)n1

entry no. | 46 | 47 | 48 | 49 | 50
ULK1 primary | -20.9 | 4.0 | 8.4 | 2.9 | 6.9
ASK1 inh | / | / | / | -19.8 | -2.9

51: O=c1[nH]c2ccccc2n1C1CCN(CCOc2ccccc2)CC1
52: COc1ccc(OC)c(N/C(C)=C/C(=O)c2ccncc2)c1
53: Cc1sc(NC(=O)Cc2ccccc2)c(C(N)=O)c1C
54: O=C1CCCN1CCn1cnc2c(Nc3ccc4c(c3)OCO4)nc(NC3CCC(O)CC3)nc21 (centres undefined)
55: O=C(Nc1ccc(N2CCOCC2)cc1)c1cccc(-n2nccc2NCCN2CCOCC2)c1

entry no. | 51 | 52 | 53 | 54 | 55
ULK1 primary | 2.3 | 3.1 | 7.9 | 1.7 | 0.8
ASK1 inh | / | / | / | 7.3 | -8.4

56: C=CCNC(=O)CC(=O)N/N=C/c1ccccc1[N+](=O)[O-]
57: O=C(NC1CC1)c1ccc(-c2nc(NCCOc3ccccc3)c3ncn(-c4ccccc4)c3n2)cc1
58: NC(=O)c1ccc(-c2nc(NCc3cccc(C(F)(F)F)c3)c3ncn(-c4ccsc4)c3n2)cc1
59: O=C(O)C1CCCN(C2CCN(Cc3ccccc3)CC2)C1 (centres undefined)
60: Cc1cc(NCc2ccccc2)nc(-c2ccc(C(=O)NC3CC3)cc2)n1

entry no. | 56 | 57 | 58 | 59 | 60
ULK1 primary | 4.8 | 7.8 | 5.2 | -10.1 | -3.8
ASK1 inh | / | 11.2 | 29.2 | / | -5.9

61: COc1cccc(COC(=O)Nc2ccc(-c3cn[nH]c3)cc2SCCN(C)C)c1
62: CN1CCN(c2ncn(-c3ccc(Nc4nccc(-c5cc(F)cc(N6CCOCC6)c5)n4)cc3)n2)CC1
63: COc1nc(N)nc(-c2ccc3c(ccn3C)c2)n1
64: CN(C)c1cccc(Nc2nc(NC3CC3)c3ncn(CCN4CCCC4=O)c3n2)c1
65: FC(F)(F)c1cccc(-c2cc(N3CCC4(CC3)OCCO4)nc(-c3cccnc3)n2)c1

entry no. | 61 | 62 | 63 | 64 | 65
ULK1 primary | 0.0 | -4.2 | 2.4 | 18.1 | -9.4
ASK1 inh | 3.6 | 8.8 | 12.1 | -4.1 | /

66: CN(C)c1cccc(Nc2nc(NCCOc3ccccc3)c3[nH]cnc3n2)c1
67: CC(=O)c1cccc(-c2nc3ncnc(NCc4nc5ccccc5[nH]4)c3[nH]2)c1
68: O=C(Nc1nnc2n1CCCS2)c1ccccc1F
69: CC(C)N(CCNc1nc(N2CCCC2CO)nc2c1ncn2CCN1CCCC1=O)C(C)C (centres undefined)
70: O=C(NC1CC1)c1ccc(-c2cc(C(=O)NC3CCN(Cc4ccccc4)CC3)ccn2)cc1

entry no. | 66 | 67 | 68 | 69 | 70
ULK1 primary | 34.4 | -5.4 | -1.2 | -5.3 | 7.7
ASK1 inh | 18.5 | 17.2 | / | -3.1 | 3.0

71: Cn1c(C2CC2)nc2ccc(-c3ccnc(Nc4cccc(C(=O)N5CCCC5)c4)n3)cc2c1=O
72: COc1cc2nc(NCc3ccc4c(c3)OCO4)nc(NCCc3ccc(O)cc3)c2cc1OC
73: CN1CCN(C(=O)c2ccc(-c3nc(C(=O)NCCO)cs3)cc2)CC1
74: COc1ccc(-c2cc(Nc3ccc(NC(C)=O)cc3)nc(N)n2)cn1
75: CN(C)CCOc1cc(-c2cn[nH]c2)c(F)cc1NC(=O)C(N)c1ccc(Cl)cc1 (centres undefined)

entry no. | 71 | 72 | 73 | 74 | 75
ULK1 primary | 14.0 | -2.4 | 8.1 | -0.2 | 1.6
ASK1 inh | 4.2 | 12.5 | -7.7 | -3.9 | 3.5

76: CC(C)n1c(N2CCN(c3ccccn3)CC2)nc2c(Nc3ccc4c(c3)OCO4)ncnc21
77: CC(C)(O)c1ccccc1CC[C@@H](SCC1(CC(=O)O)CC1)c1cccc(/C=C/c2ccc3ccc(Cl)cc3n2)c1
78: NC(=O)C(c1ccccc1)(c1ccccc1)C1CCN(CCc2ccc3c(c2)CCO3)C1 (centres undefined)
79: CN1CCC(N(C(=O)c2ccc(Cl)cc2Cl)C2CCN(C)CC2)CC1
80: Cc1nc(NC2CC2)cc(-c2ccc(F)cc2)n1

entry no. | 76 | 77 | 78 | 79 | 80
ULK1 primary | -9.4 | 43.0* | -18.9 | 10.6 | -9.8
ASK1 inh | -6.0 | / | / | / | /

81: Cc1ncn(-c2ccc(Nc3ncc4cccc(C)c4n3)cc2)n1
82: CC(C)n1c(-c2ccc(C(N)=O)cc2)nc2c(NCc3cccc(C(F)(F)F)c3)ncnc21
83: CC(C)N(CCNc1nc(-c2ccc(N3CCOCC3)nc2)nc2c1ncn2C(C)C)C(C)C
84: COc1ccc(-c2nc3ncnc(NCCN(C(C)C)C(C)C)c3[nH]2)cn1
85: COC(=O)c1sc2nc(N)c(C#N)cc2c1N
86: Cc1cc(Nc2ccc(N3CCOCC3)cc2)nc(Nc2ccncc2)n1
87: CC(=O)c1cccc(-c2ncc(C(=O)NCCO)s2)c1
88: O=C1CCCN1CCn1cnc2c(NCc3ccccc3)nc(Nc3ccc(-n4ccnc4)cc3)nc21

entry no. | 81 | 82 | 83 | 84 | 85 | 86 | 87 | 88
ULK1 primary | 13.0 | -17.1 | -2.3 | 6.7 | -5.3 | 5.3 | 2.1 | 2.2
ASK1 inh | 0.7 | 9.5 | -11.6 | 8.4 | / | 20.5 | 3.0 | -12.5

Screening data: PubChem, The Scripps Research Institute Molecular Screening Center
